Shiga toxin inh – Shiga toxin inhibition. Vero cells, Shiga toxin protein synthesis inhibition reporter. inhibition, % at 38.7 µM. 290,000 tested, 9.2% active; in the data active = inhibition mostly above about 28%, no sharp cut-off; inactive = mostly below about 43%; also: 0% is about no effect
AMA1-RON2 inh – AMA1-RON2 (P. falciparum) interaction inhibition; AlphaScreen AMA1-biotinylated RON2 peptide binding; Potency, µM (series often up to 58.2 µM), for inactives: at the highest dose activity change, negative = inhibition, actives largely listed as inhibitors; 360,000 tested, 0.2% active;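 also: potency is read from the fitted curve at half-maximal effect; 0% = vehicle wells and -100% = peptide control; nearly all actives have a fitted effect of over 45% in size; some results filed as inactive show a strong effect at the top dose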
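AMA1 (3D7) with his tag at 25 nM final met compounds first, then biotinylated RON2 peptide at 25 nM; detection used donor plus acceptor beads, 10 µg/mL apiece, read by AlphaScreen after 30 min at room temperature.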
Cycloheximide cs – affects cycloheximide protein synthesis inhibition readout, counter-screen; cell reporter, cycloheximide protein synthesis inhibition counterscreen; max response, %; 300,000 tested, 12% active; AID 2314; in the data active = max response mostly above about 13%, no sharp cut-off; inactive = mostly below about 14%; also: read at 38.3 µM for the half of the compounds with a filed dose; 0% is about no effect
Giardia FBPA inh – inhibitors of Giardia lamblia fructose-1,6-bisphosphate aldolase | 290,000 tested, 0.71% active | AID 2451 | A8B2U2 | purified Giardia FBPA | Potency, µM (top dose mostly 59.6 µM), inactives show at the top dose activity, negative = inhibition, usual class: inhibitors; also: potency is read from the fitted curve at half-maximal effect; % is scaled to controls: 0 for no effect and ±100 for the full control effect; nearly all actives have a fitted effect of over 55% in size
Target sequence (A8B2U2 whole entry, looked up): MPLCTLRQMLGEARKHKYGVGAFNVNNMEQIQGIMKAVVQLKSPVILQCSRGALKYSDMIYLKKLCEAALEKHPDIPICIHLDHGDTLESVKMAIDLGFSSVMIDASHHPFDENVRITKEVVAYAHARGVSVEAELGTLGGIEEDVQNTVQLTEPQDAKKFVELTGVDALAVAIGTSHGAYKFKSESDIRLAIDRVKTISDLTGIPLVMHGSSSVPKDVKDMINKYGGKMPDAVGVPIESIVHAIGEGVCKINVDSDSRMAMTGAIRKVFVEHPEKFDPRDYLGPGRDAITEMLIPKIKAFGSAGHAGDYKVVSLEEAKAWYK
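Giardia FBPA (40 nM reagent) was preincubated 10 min at RT with compound (up to 57.5 uM final), then substrate plus GAPDH/TPI/NAD/arsenate coupling system with diaphorase/resazurin was added; resorufin fluorescence (525/598 nm) was read after 20 min.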
HCMV antiviral – blocks human cytomegalovirus replication. 410,000 tested, 4.5% active. AID 1259415. activity change, negative = inhibition, % at 57.5 µM. HFF cells, HCMV-luciferase reporter, 72 h; active compounds read low; in the data active = activity change below about -60%; inconclusive = no clear call, values can overlap the other calls; inactive = above about -39%; also: % is scaled to controls: 0 for no effect and ±100 for the full control effect
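Steps: HFFs plated, 16 h 37C; compounds added; HCMV-luciferase added to MOI 1 PFU/cell; 72 h 37C; OneGlo reagent, 5 min room temperature; luminescence read, normalized to controls.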
AmpC no deterg – AmpC beta-lactamase inhibition without detergent. 330,000 tested, 0.52% active. P00811. AID 485341. Potency, µM (titrated, usually from 57.1 µM), for the others: at the top dose activity change, negative = inhibition, actives largely listed as inhibitors. AmpC nitrocefin hydrolysis, absorbance 480 nm, 0.0001% Triton;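 also: potency is read from the fitted curve at half-maximal effect; plate controls were no compound for no effect and no enzyme for full effect; nearly all actives have a fitted effect of over 20% in size; some results filed as inactive show a strong effect at the top dose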
Target sequence (P00811 whole entry, looked up): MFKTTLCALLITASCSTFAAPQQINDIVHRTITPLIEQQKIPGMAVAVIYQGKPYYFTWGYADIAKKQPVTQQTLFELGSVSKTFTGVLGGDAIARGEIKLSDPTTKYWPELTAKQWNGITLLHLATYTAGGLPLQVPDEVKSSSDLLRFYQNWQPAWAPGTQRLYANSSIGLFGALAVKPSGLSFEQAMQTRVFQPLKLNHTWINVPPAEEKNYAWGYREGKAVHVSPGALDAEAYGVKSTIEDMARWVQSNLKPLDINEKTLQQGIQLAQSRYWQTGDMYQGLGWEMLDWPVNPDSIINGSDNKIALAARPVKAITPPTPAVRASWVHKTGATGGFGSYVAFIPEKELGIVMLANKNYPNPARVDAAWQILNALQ
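20 mM phosphate pH 7.0 + 0.01% (detergent screen) or 0.0001% Triton X-100; 5.3 nM AmpC reagent; cpd preinc 15 min RT; nitrocefin (800 uM stock) to start; A480 q20 s × 4 min; Activity was normalised to no-enzyme and no-compound control wells.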
AmpC inh detg – blocks E. coli AmpC beta-lactamase in detergent assay. AmpC hydrolysis of nitrocefin, absorbance 480 nm, 0.01% Triton. Potency, µM (doses to about 114 µM), for inactives: at the top dose activity change, negative = inhibition, hits mostly inhibitors. 370,000 tested, 0.041% active;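 also: potency is read from the fitted curve at half-maximal effect; 0% = no-compound wells and -100% = no-enzyme wells; nearly all actives have a fitted effect of over 25% in size; some results filed as inactive show a strong effect at the top dose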
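AmpC (5.3 nM in the dispensed reagent) in 20 mM phosphate pH 7.0 with 0.01% (detergent screen) or 0.0001% Triton X-100 was preincubated with compounds for 15 min at room temperature. Nitrocefin was then added from an 800 uM solution, and hydrolysis was followed at 480 nm.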
An asterisk follows results filed as active; u = inconclusive; x = not tested or not shown; & = joins results of further samples; [ ] = dose if it differs, or a comment. Unless noted, calls follow the shape of the dose curve; as a rule, active = well fitted curve in the direction sought with a large enough effect; inconclusive = small, poorly fitted or top-dose-only effect, or another doubt; inactive = no such curve, though single readings can be large; an effect the other way counts as inactive or inconclusive. Compounds were not picked by outcome, and some 16% of all compounds hit somewhere here.

Second line of a record – Shiga toxin inh	AmpC no deterg	AMA1-RON2 inh	AmpC inh detg	Cycloheximide cs	HCMV antiviral	Giardia FBPA inh
- COc1cccc(C2NC(=S)NC3=C2CCc2ccccc23)c1 (stereo not drawn)
    35	-31%	-14%	-2%	8	u	16µM*
- CCOC(=O)C1(Cc2cccc(OC)c2)CCN(Cc2cccn2-c2nccs2)CC1
    -10	26%	-9%	-1%	0	-33	1%
- CCOc1ccccc1N1CCN(C(=O)/C=C/c2cccc([N+](=O)[O-])c2)CC1
    -7	85%[activator]	-18%	-6%	-4	7	0%
- Cc1ccc(N2C(=O)c3ccccc3NC2C(C)Cc2ccc3c(c2)OCO3)cc1 (stereo not drawn)
    48*	-18%	-4%	3%	18*	-9	-8%
- O=C1[C@H]2[C@@H](/C=C/c3ccccc3)N3C(=O)CN(Cc4ccccn4)C(=O)[C@@]3(Cc3ccccc3)[C@H]2C(=O)N1c1ccccc1
    -6	72%[activator]	0%	1%	-2	30	13%
- CCc1ccccc1N(CC(=O)NCc1ccccc1)C(=O)CCC(=O)Nc1ccccn1
    22	5%	-12%	3%	-4	-34	0%
- O=C(NC1CN2CCC1CC2)c1cccc(Cl)c1 (stereo not drawn)
    -8	-18%	-7%	-17%	-3	-27	2%
- CC1CCN(C(=O)CC(NC(N)=O)c2ccccc2Cl)CC1 (stereo not drawn)
    2	-1%	-1%	-12%	-3	-16	2%
- O=C(NC1CCN(Cc2ccccc2)CC1)C1CCCN(S(=O)(=O)c2cccc3nonc23)C1 (stereo not drawn)
    -6	18%	31%[activator]	-2%	3	u	0%
- CC(=O)N1C(=O)N(C)C2C1N(C)C(=O)N2C(C)=O (stereo not drawn)
    -10	-4%	x	-2%	-3	x	11%
- CCOC(=O)c1cccc(NC(=O)CN(c2ccc(C)cc2)S(=O)(=O)c2c(C)n[nH]c2C)c1
    -15	3%	-9%	-5%	-3	12	2%
- CC(C)CCC1(CCc2ccncc2)C(=O)NC(=O)NC1=O
    4	0%	2%	2%	-4	16	1%
- OC(Cn1cncn1)(c1ccc(F)cc1)c1ccc(Cl)cc1 (stereo not drawn)
    -4	-3%	8%	-4%	1	-19	9%
- Cc1nn(CCC(=O)NNC(=S)Nc2ccc([N+](=O)[O-])cc2)c(C)c1[N+](=O)[O-]
    -1	-21%	95%[activator]	1%	12	56	12%
- NC(=O)c1cc(S(=O)(=O)Nc2cccc(F)c2)co1
    -9	-15%	-2%	-8%	-2	0	1%
- O=C(Cc1ccc(Cl)cc1)NNC(=O)c1cnccn1
    -16	-50%	85%[activator]	7%	5	-28	14%
- O=C1OC(c2ccccc2)=NC12CC2c1ccc(Cl)cc1 (stereo not drawn)
    8	-10%	37%[activator]	6%	0	-7	2%
- O=C(c1ccccc1)c1ccc(NCCCn2ccnc2)c([N+](=O)[O-])c1
    0	29%	-11%	-3%	8	u	-1%
- CCOC(=O)C1(Cc2ccc(OC)cc2)CCN(C(=O)CCn2cccn2)CC1
    88	27%	-17%	-5%	30*	13	4%
- COc1ccc(OCC(=O)NC(=S)Nc2ccc(S(=O)(=O)Nc3cc(OC)nc(OC)n3)cc2)cc1
    -3	u	-18%	u	-3	u	5%
- COc1ccc(S(=O)(=O)N2CCOCC2)cc1NC(=O)COC(=O)c1oc2ccccc2c1C
    x	-13%	7%	7%	x	0	x
- CC1CCCC(N2CCN(C(=O)c3ccc([N+](=O)[O-])cc3)CC2)C1 (stereo not drawn)
    -11	-3%	-20%	-13%	1	23	u
- CC1(C)CC(=O)C2=C(C1)N(c1ccc(F)cc1)C(=O)CC2c1cccnc1 (stereo not drawn)
    -13	-11%	6%	u	-1	-7	7%
- Cc1ccc2nc(NC(=O)CCn3c(=O)sc4ccccc43)sc2c1
    11	-55%	-2%	u	1	16	-1%
- CC(=O)N/C(N)=N/c1nc2cc([N+](=O)[O-])ccc2o1
    81	-16%	31%[activator]	4%	27*	-66*	-10%
- COc1cc2c(cc1OC)C(C)N(C(=O)c1cc3ccccc3o1)CC2 (stereo not drawn)
    -18	125%[activator]	-10%	-7%	-2	-29	-5%
- CCOC(=O)NS(=O)(=O)c1ccc(CCNC(=O)c2cc(C)on2)cc1
    2	-15%	28%	u	-2	17	0%
- O=C(NCC1CCCO1)c1ccc(Br)s1 (stereo not drawn)
    39	-8%	2%	7%	8	1	x
- COc1ccc(NC(=O)N(C)C[C@@H]2Oc3c(NC(=O)Nc4c(C)noc4C)cccc3C(=O)N([C@@H](C)CO)C[C@@H]2C)cc1
    x	72%[activator]	-13%	x	x	-5	x
- COc1ccc(/C=C/C(=O)NCC(=O)N2CCC(N(C)CCN3CCOCC3)CC2)cc1OC
    49	-24%	-11%	u	-8	-16	u
- CCOC(=O)N1CCC(NC(=O)c2cc(S(=O)(=O)N3CCCCC3)ccc2F)CC1
    -10	53%	-13%	4%	8	-2	2%
- O=C(Nc1ccc2c(c1)OCO2)c1ccc([N+](=O)[O-])cc1[N+](=O)[O-]
    44*	-23%	-2%	u	26	107	2%
- Cc1[nH]c2ccccc2c1SCc1nnc(SCc2ccc(Cl)cc2)n1C
    -2	2%	-9%	1%	-3	-12	-3%
- CN(C)/C=N/c1ncc(C(=O)c2ccccc2)s1
    66*	-12%	-9%	4%	52*	87	0%
- CCc1ccc(NC(=O)CCNC(=O)Cn2cnc3ccccc3c2=O)cc1
    -5	13%	13%	-11%&-6%	-9	27&12	0%
- Cn1cc(C(=O)C(=O)N2CCCC2)c2ccccc21
    -4	-3%	8%	-15%	2	9	4%
- Cc1sc2nc(CN(C(=O)c3cccs3)C3CCCC3)[nH]c(=O)c2c1C
    22	-13%	-21%	-2%	1	-34	-11%
- Cc1nnc(SCC(=O)NCC(=O)Nc2ccc(F)c(F)c2F)n1N
    x	-15%	24%	x	x	-21	x
- Cc1ccccc1C(=O)NNC(=S)Nc1cccc(C(F)(F)F)c1
    27	-21%	77%[activator]	-4%	28*	-13	17%
- CCc1ccc(NCCC(=O)c2ccc(Br)cc2)cc1
    -21	-2%	0%	0%	7	29	1%
- CSc1nc2cc(C)nn2c(-c2ccccc2Cl)c1C#N
    -12	-11%	-5%	6%	-1	9	8%
- Cc1ccc2c(C(=O)CN3CCCC(C)C3)c(C)[nH]c2c1 (stereo not drawn)
    -4	-20%	8%	u	5	u	-5%
- O=C(CN1C(=O)c2cccnc2Oc2ccc(Cl)cc21)NC1CCCCC1
    -6	60%[activator]	-1%	-9%	-3	5	8%
- O=C(Nc1ccccc1C(F)(F)F)c1cc2ccccc2o1
    x	-12%	15%	-11%	32*	61	-2%
- COc1ccc(NC(c2ccccc2)c2ccncc2)cc1 (stereo not drawn)
    -5	-10%	-28%	1%	-5	-2	u
- CN(C)c1cccc(C(=O)OCC(=O)Nc2ccccc2Cl)c1
    42*	-17%	-4%	-4%	22	43	-11%
- O=C(O)COc1ccccc1/C=N/NC(=O)CNC(=O)c1ccc(F)cc1
    -2	0%	53%[activator]	3%	-3	0	2%
- CCn1c(/C=C\c2ccccc2C)nc2ccccc2c1=O
    82*	-4%	49%[activator]	5%	23*	-9	-3%
- O=C(O)C1CC(=O)N(c2ccc(OCc3ccc(Br)cc3)cc2)C1 (stereo not drawn)
    -15	-46%	-8%	u	0	-27	9%
- Nc1ccc(C(=O)Oc2ccc([N+](=O)[O-])cc2)c(O)c1
    10	-25%	x	0%	-6	x	-14%
- Cc1ccc(CS(=O)Cc2ccc(C(=O)NC3CCCCCC3)o2)cc1 (stereo not drawn)
    30	56%	6%	3%	5	5	x
- CNNCc1ccc(C(=O)NC(C)C)cc1
    x	x	7%	x	x	38	-10%[21.7 µM]
- Cc1cc(=O)n2nc(N3CCC(C(=O)NCc4ccc(Cl)cc4)CC3)sc2n1
    -6	86%[activator]	7%	-13%&16%	11	-26&-3	x
- CCOC(=O)N1CCN(c2c(N3CCC(N4CCCCC4)CC3)c(=O)c2=O)CC1
    -19	-11%	0%	-2%	-6	14	3%
- CCN(CC)CCNC(=O)Cn1cnc2sc(C)c(S(=O)(=O)N3CCOCC3)c2c1=O
    -3	-8%	15%	u	1	26	7%
- O=C(CSc1nnc(CSc2nc3ccccc3s2)o1)NC1CCCCC1
    -26	-2%	-4%	u	7	19	1%
- Cc1cc(OCCCCCNCCO)ccc1Cl
    23	-4%	0%	1%	8	-6	0%
- COC(=O)[C@@H](Cc1ccccc1)NC(=O)NCCc1ccccc1
    16	-15%	4%	-3%	7	-15	7%
- CCOC(=O)N1CCN(C(=O)CSCc2ccccc2C)CC1
    60*	41%	10%	0%	37*	53	3%
- O=C(CCC1CCCC1)N1CCC(N2CCCCCC2)CC1
    -4	-10%	1%[2.32 µM]	3%	-5	-13	u

As entered above.
`CC(C)CCC1(CCc2ccncc2)C(=O)NC(=O)NC1=O` in AmpC no deterg reads 0%
`Cc1[nH]c2ccccc2c1SCc1nnc(SCc2ccc(Cl)cc2)n1C` in Shiga toxin inh reads -2

Next section:
Second line of a record – Shiga toxin inh	AmpC no deterg	AMA1-RON2 inh	AmpC inh detg	Cycloheximide cs	HCMV antiviral	Giardia FBPA inh
- Cc1ccccc1NC1=C/C(=N\S(=O)(=O)c2cccs2)c2ccccc2C1=O
    -26	-39%	8.9µM*	-9%	7	-106*	u
- O=C(CSc1ncccn1)NC(=O)Nc1ccc2c(c1)OCCO2
    46*	-26%	-9%	4%	35*	18	-2%
- COc1ccccc1CNC(=O)c1ccc(CS(=O)(=O)c2ccc(C)cc2)o1
    -5	-20%	-7%	3%	1	-26	-7%
- Cc1cccc(NC(=O)NNC(=O)c2c(Cl)c(C)nn2C)c1
    -4	-19%	41%[activator]	u	-3	u	0%
- O=C(NCc1ccco1)c1ccc2nc3sc4c(c3c(=O)n2c1)CCCC4
    99*	47%	x	2%	60*	x	-20%
- Cc1ccc(C)c(NC(=O)CSc2nnc(CSc3nc(C)cc(C)n3)n2Cc2ccco2)c1
    -11	60%[activator]	-15%	-8%	5	26	8%
- CC(=O)Nc1c(O)nc(SCC(=O)Nc2cccc(C)c2)[nH]c1=O
    -12	-12%	32%[activator]	4%	-7	-19	0%
- COc1ccc(CC(=O)NC(C)c2nnc(SCCC(=O)Nc3ccccc3)n2C)cc1 (stereo not drawn)
    13	2%	10%	-12%	-2	0	0%
- CCOC(=O)c1sc(N)c(C#N)c1CSc1nnc(C2CCCCC2)n1N
    -14	-27%	31%[activator]	-6%	-8	-24	-20%
- FC(F)(F)c1ccc(N/N=C/c2cccnc2)nc1
    71*	-19%	-13%	-4%	41*	37	-7%
- COc1ccc(NC(=O)CSc2c3c(nc4cc(Cl)ccc24)CCCC3)cc1OC
    -10	85%[activator]	-21%	1%	-2	55	5%

Screening data deposited in PubChem BioAssay by National Center for Advancing Translational Sciences (NCATS).
